Screens: PubChem BioAssay, Sanford-Burnham Center for Chemical Genomics
Gli-Sufu antag: Gli-Sufu pathway antagonists, primary screen, luciferase luminescence, Sufu-KO-LIGHT cells, uHTS | Sufu-KO-LIGHT fibroblasts, Gli luciferase reporter luminescence | inhibition, % at 5 µM | 340,000 compounds, 0.74% hits;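 active means inhibition above about 55%, limit read from the data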;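 further: 0% = DMSO-treated cells and 100% = wells with medium but no cells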
APJ antag: antagonists of human apelin receptor APJ, primary screen, CHO-K1 cells, beta-arrestin complementation, luminescence; P35414; AID 2521, 2010; 330,000 compounds, 0.32% hits; inhibition, % at 20 µM;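 active means inhibition above about 40% at 20 µM, limit read from the data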;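 further: cells challenged with 10 nM apelin-13 agonist together with compound; plate controls were apelin-13 plus DMSO wells for no effect and DMSO wells lacking apelin-13 for full effect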
CCR6 antag: CCR6 receptor antagonists, primary screen, cell-based, CHO-K1, luminescence, beta-arrestin, uHTS; 340,000 compounds, 0.49% hits; AID 493098, 2011; C-C chemokine receptor type 6 (Homo sapiens), P51684; CHO-K1 CCR6 PathHunter beta-arrestin, CCL20-stimulated; inhibition, % at 20 µM;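 active means compounds whose inhibition of the agonist-driven luminescence signal at 20 µM reaches about 50%, limit read from the data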;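 further: cells stimulated with CCL20 at 14 nM final; plate controls were DMSO with CCL20 for no effect and DMSO without agonist for full effect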
APJ ag: agonists of human apelin receptor APJ, primary screen, CHO-K1 cells, PathHunter beta-arrestin, luminescence | 330,000 compounds, 0.11% hits | activation, % at 20 µM | AID 2520, 2010 | P35414 | 0% DMSO wells, 100% apelin;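 active means activation more than six SD over the plate average, tested at 20 µM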;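 further: 0% = DMSO alone and 100% = apelin-13 at 10 nM; some results filed as inactive read as strong as hits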
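Material: CHO-K1 APJ beta-arrestin complementation cell line; Input: cell density 1000 per well; Incubation: compound stimulation 90 min at 25 °C, detection 60 min; Signal: luminescence from split beta-galactosidase complementation, Galacton Star/Emerald II substrate; Controls: DMSO-only wells as negative, 10 nM Apelin-13 as positive control.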
UBC13 polyUb: UBC13 polyubiquitin chain formation inhibitors, primary screen, biochemical, TR-FRET, uHTS | Ubiquitin-conjugating enzyme E2 N (Homo sapiens), P61088 | 330,000 compounds, 0.47% hits | inhibition, % at 20 µM | AID 485273, 2010; in the data active means inhibition above about 45%, passing the limit was not always enough
EBI2 antag: EBI2 receptor antagonists, beta-arrestin recruitment, primary screen, cell-based, luminescence, 7a,25-OHC stimulation, uHTS | G-protein coupled receptor 183 (Homo sapiens), P32249 | 7a,25-OHC stimulated | inhibition, % at 5 µM | 360,000 compounds, 0.81% hits | AID 651636, 2012; in the data active means inhibition above about 38%;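 further: enzyme fragment complementation signal reports receptor beta-arrestin coupling in cells; 0% = agonist plus DMSO wells and 100% = wells without agonist; some results beyond the cut were filed as inactive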
Target sequence (P32249 whole entry, looked up, the tested form may be a part): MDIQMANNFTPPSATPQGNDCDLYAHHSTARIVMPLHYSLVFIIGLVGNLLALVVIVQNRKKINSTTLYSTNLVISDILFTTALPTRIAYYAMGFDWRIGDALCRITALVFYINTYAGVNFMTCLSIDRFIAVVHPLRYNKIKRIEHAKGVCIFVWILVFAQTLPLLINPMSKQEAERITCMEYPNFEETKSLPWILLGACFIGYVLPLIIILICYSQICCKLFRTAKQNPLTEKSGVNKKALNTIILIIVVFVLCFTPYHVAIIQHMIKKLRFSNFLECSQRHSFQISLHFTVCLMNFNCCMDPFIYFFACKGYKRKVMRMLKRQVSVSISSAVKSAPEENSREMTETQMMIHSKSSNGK
ATG4B inh: ATG4B protease inhibitors, primary screen, biochemical, fluorescence, uHTS; ATG4B cleavage of LC3-PLA2, NBD-HPC fluorescence, 1 h; inhibition, % at 8.33 µM; 340,000 compounds, 0.51% hits; in the data active means inhibition above about 40%
Target sequence (Q9Y4P1 whole entry, looked up): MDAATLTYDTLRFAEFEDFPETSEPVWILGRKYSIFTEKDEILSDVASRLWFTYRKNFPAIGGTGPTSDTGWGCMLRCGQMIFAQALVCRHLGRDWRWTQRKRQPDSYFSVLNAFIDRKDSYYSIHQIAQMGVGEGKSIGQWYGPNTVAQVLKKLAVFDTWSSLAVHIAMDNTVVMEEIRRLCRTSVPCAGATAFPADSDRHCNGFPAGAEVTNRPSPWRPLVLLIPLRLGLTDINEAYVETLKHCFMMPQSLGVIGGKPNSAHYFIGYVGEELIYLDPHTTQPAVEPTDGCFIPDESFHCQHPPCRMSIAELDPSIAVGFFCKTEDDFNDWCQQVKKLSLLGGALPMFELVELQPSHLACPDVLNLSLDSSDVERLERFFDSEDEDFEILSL
CXCR6 inh: CXCR6 receptor inhibitors, primary screen, cell-based, beta-arrestin, luminescence, CHO-K1 PathHunter, 1536-well; inhibition, % at 20 µM; C-X-C chemokine receptor type 6 (Homo sapiens), O00574; 360,000 compounds, 0.36% hits; AID 602244, 2012; in the data active means inhibition above about 34%, passing the limit was not always enough;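 further: antagonist mode with CXCL16 agonist at 10 nM final; 0% = 10 nM CXCL16 with DMSO and 100% = unstimulated wells without agonist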
Target sequence (O00574 whole entry, looked up): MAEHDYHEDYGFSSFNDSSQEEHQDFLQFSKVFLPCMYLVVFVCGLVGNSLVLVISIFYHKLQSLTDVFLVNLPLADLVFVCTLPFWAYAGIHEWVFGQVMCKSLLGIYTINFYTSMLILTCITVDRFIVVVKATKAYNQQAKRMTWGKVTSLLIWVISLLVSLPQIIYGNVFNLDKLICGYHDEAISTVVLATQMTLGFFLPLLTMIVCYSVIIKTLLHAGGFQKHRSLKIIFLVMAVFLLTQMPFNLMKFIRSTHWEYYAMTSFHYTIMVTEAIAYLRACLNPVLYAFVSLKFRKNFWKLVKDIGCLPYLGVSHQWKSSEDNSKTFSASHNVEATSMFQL
Active calls of the source: *; i = inactive; nt = not tested or not shown. Compounds were not picked by outcome; 3% or so of the library scored in one or more.

SMILES	Gli-Sufu antag	APJ antag	CCR6 antag	APJ ag	UBC13 polyUb	EBI2 antag	ATG4B inh	CXCR6 inh
O=C(Cc1ccc(Cl)cc1)Nc1ccc(SC(F)F)cc1	-22	-6	19	1	-14	4	-12	-8
COCCNC(=O)CCc1nnc(Cc2ccc(-c3ccccc3)cc2)o1	9	-11	-3	2	17	-9	-1	-5
CC(C)c1ccc(NC2CCCN(C(=O)CCN3CCCC3=O)C2)cc1 (stereo not drawn)	-8	8	14	-5	2	5	6	-12
CN(C(=O)CSc1ncnc2sc3c(c12)CCC3)C1CCS(=O)(=O)C1 (stereo not drawn)	9	7	-9	-4	37	-9	-19	-4
O=C(CSc1nnc(NC(=O)C2CCC2)s1)Nc1ccc(N2CCOCC2)cc1	1	-9	-12	3	1	-11	0	-6
COc1ccc(C(=O)Nc2ncc(C)s2)cc1S(=O)(=O)N1CCOCC1	0	-4	1	-3	0	-5	1	4
CC(C)COP(=O)(c1ccc(N(C)C)cc1)C(O)c1ccncc1 (stereo not drawn)	1	15	8	-3	-2	1	1	0
COc1ccc2c(c1)OC1(C)CC2C(C(=O)c2ccccc2OC)C(=O)N1 (stereo not drawn)	1	15	-5	-3	-3	-1	0	1
CCOC(=O)c1[nH]c2cc(OC)c(OC)cc2c1NC(=O)C(C)N1CCN(Cc2ccccc2)CC1 (stereo not drawn)	12	-22	17	-1	12	-1	-12	1
O=C(NC(Cc1ccccc1)C(=O)O)/C(=C/c1ccccc1)NC(=O)c1cccc(Br)c1 (stereo not drawn)	-7	2	-9	-3	-16	1	-10	-1
O=C(OCC(=O)N1CCN(S(=O)(=O)c2ccccc2)CC1)C1CCC1	-5	5	5	-5	4	4	3	9
COc1ccc(NC(C)=O)cc1CNC(=O)CN1CCOCC1	-25	12	-3	-2	9	-9	-6	0
COc1cc(NC(=O)C23CC4CC(C2)CC(n2cnc([N+](=O)[O-])n2)(C4)C3)cc(OC)c1	0	8	-1	1	6	-6	2	-2
COc1cccc(-c2nc(C(=O)NCCCN3CCOCC3)cc3c2[nH]c2ccccc23)c1	12	6	17	-2	37	9	-7	6
O=C(NC1CCC(O)CC1)c1cc(Cl)c2c(c1)OCCO2 (stereo not drawn)	-2	10	-2	-3	7	1	-4	6
CCc1noc(C)c1C(=O)NCCc1ccc(S(N)(=O)=O)cc1	6	13	-9	-4	1	-2	8	-5
CCNC(=O)CSc1nnc(-c2cccc(S(=O)(=O)N(CC)CC)c2)n1CCc1ccccc1	0	6	-7	2	-16	6	-3	6
O=C1N=C(N2C=CC(=C3C=CNC=C3)C=C2)/C(=C/N=NC(=O)c2ccccc2)S1	-14	36	19	-4	i	-6	1	-1
CCc1nnc(NC(=O)CCN2C(=O)C3CCCCC3C2=O)s1 (stereo not drawn)	-15	9	-2	12	0	0	-1	0
CC1CCN(C(=O)c2nc[nH]c2C(=O)N2CCc3ccccc3C2)CC1	-2	6	5	-1	14	-17	-5	2
N#Cc1c(Cl)cccc1-n1ccnc1	3	9	-3	-2	-16	0	-7	0
Cc1ccc(C(=O)CSc2cc(C)nc(SCC(=O)c3ccccc3)n2)cc1	6	11	0	-3	-5	15	-13	-7
O=C(CN=C1NS(=O)(=O)c2ccccc21)OCC(=O)c1ccccc1	0	-1	5	-5	7	-8	1	8
O=C1CC(N2CCN(c3ccc(F)cc3)CC2)C(=O)N1c1ccccc1 (stereo not drawn)	1	-5	4	-2	2	-3	1	-2
CC(CCc1ccco1)NC(=O)Nc1cccc(F)c1 (stereo not drawn)	-6	-9	-12	2	-2	-2	7	8
Cc1ccccc1OCCC(=O)OCC(=O)NCCc1ccc(S(N)(=O)=O)cc1	1	15	1	-4	-8	2	-13	-4
CC(C)c1ccc(CN(C(=O)c2ccco2)C2CCS(=O)(=O)C2)cc1 (stereo not drawn)	0	3	7	-1	2	3	-14	-4
CCOC(=O)c1cc2c(nc1NC(=S)Nc1ccccc1)CC(C)(CC)OC2 (stereo not drawn)	-8	8	16	-5	8	2	-6	3
COc1ccc(CC(=O)Nc2c3c(nn2C(C)(C)C)CS(=O)(=O)C3)cc1OC	-2	-20	-25	5	-8	-8	6	-15
COc1ccccc1NC(=O)c1cc2ccccc2nc1C	0	1	10	-2	3	-7	-3	4
CC(C)(C)c1ccc(OCCC(=O)OCC(=O)NC(=O)NC2CCCC2)cc1	2	3	-13	3	-5	-2	-1	0
CCC(CC)C(=O)Nc1c(C(=O)N2CCN(c3ccccc3)CC2)oc2ccccc12	23	9	9	-3	-1	10	1	1
CCCOc1ccc(C(=O)NC2CCSc3ccccc32)cc1 (stereo not drawn)	6	-13	3	0	-1	-12	3	-4
COc1ccc(/C=C/C(O)=C(\C#N)c2nnc(N3CCOCC3)n2-c2ccccc2)cc1OC	10	18	13	-2	-6	14	-8	10
CCNC(=O)O/N=C(\C)c1sc(-c2ccccc2)nc1C	-30	10	-6	1	-1	0	-6	-2
Cc1ccc(N(CC(=O)Nc2cc(C)cc(C)c2)S(=O)(=O)c2cccc3nonc23)cc1	2	6	14	-2	-3	7	13	2
Cc1ccc(-c2csc(N=C(N)N)n2)cc1	2	5	7	-1	7	5	-5	-5
COc1ccc(/C=C/C(=O)c2ccccc2)c(OC)c1	-29	-7	7	1	-3	17	0	-4
CCCOc1ccccc1NC(=O)c1c(-c2ccccc2)noc1C	7	-15	12	-4	9	8	-2	-1
CCN1CCN(c2nc(-c3ccc(F)cc3)cc(=O)[nH]2)CC1	0	-13	16	-4	1	7	12	0
CC(C)CCN(CCC(C)C)C/C(O)=C(\C#N)c1nc(-c2ccccc2)cs1	-8	13	3	1	-12	-15	-3	2
Cc1ccc(S(=O)(=O)NCC(=O)OCC(=O)c2c(N)n(C)c(=O)n(C)c2=O)cc1	-7	-14	13	-2	-15	-9	4	0
COCCNC(=O)c1cc2cc(Br)cc(OC)c2oc1=O	-2	9	-17	6	-5	3	0	-7
Cc1ccc(S(=O)(=O)NC2CCCCC2)cc1C(=O)N1CCC(C(N)=O)CC1	0	-6	2	1	5	6	-5	-10
COc1ccc(-n2c(C)cc(/C=C3\SC(=S)N(Cc4ccco4)C3=O)c2C)cc1	-4	nt	0	nt	nt	15	-6	0
COc1ccc(C)cc1S(=O)(=O)n1cnc2ccccc21	3	-11	12	-2	2	-1	1	-3
CCCC1=C(C(=O)OCC)C(c2c(C)nn(-c3ccccc3)c2Cl)C(C#N)=C(N)O1 (stereo not drawn)	12	3	-17	4	-8	16	2	3
Cc1cc(C)nc(N/C(=N\S(=O)(=O)Cc2ccccc2)Nc2cccc(Cl)c2C)n1	-12	13	17	-3	6	16	6	13
O=C(NC1CCc2ccccc21)c1cc(COc2ccc(F)cc2Cl)on1 (stereo not drawn)	-6	-17	8	-3	4	-2	6	-4
Cn1c(N)c(C(=O)COC(=O)[C@H](Cc2ccccc2)N2C(=O)c3ccccc3C2=O)c(=O)n(C)c1=O	10	2	6	1	4	-1	-15	-1
CCCCCC1CC(=O)N(Cc2ccccc2)C(=O)N1 (stereo not drawn)	-5	5	-1	-3	8	21	5	5
CSc1ccccc1-c1nnc(-c2ccc(Cl)cc2)o1	-77	-7	-1	-3	25	6	-3	9
Cc1ccc(S(=O)(=O)N2CCC(NC(=O)c3ccccc3)CC2)cc1	3	-1	4	-1	-2	-8	-1	-5
CCOCCCNC(=S)N1CCCN(c2nc3cc(C)c(C)cc3cc2C#N)CC1	34	-21	5	-3	4	5	-2	0
CCCCNC(=O)C1CC(=O)N(CCC(C)C)C1 (stereo not drawn)	4	-19	-11	-4	-2	-6	3	5
CC(C)CC1COC(=O)N1 (stereo not drawn)	-13	4	-10	-6	2	-1	2	1
CCc1ccc(/C=N/n2c(COc3ccccc3)n[nH]c2=S)cc1	4	25	10	-6	-3	8	17	7
CCCc1ncc(C(O)c2cccc3ccccc23)n1C (stereo not drawn)	-5	11	-6	-3	5	5	-6	0
CCCN(CC1CC1)C(=O)CSc1nnc(-c2cc(-c3cccs3)nc3ccccc23)o1	-12	7	11	0	21	1	-10	18
CC1(C)C(Cl)C(=O)C(C(=O)c2ccccc2)C(=O)C1Cl (stereo not drawn)	9	7	5	-4	-9	-8	1	-5

Grouped by structure: the entries above containing an NH in an aromatic ring (5)
SMILES	Gli-Sufu antag	APJ antag	CCR6 antag	APJ ag	UBC13 polyUb	EBI2 antag	ATG4B inh	CXCR6 inh
CCOC(=O)c1[nH]c2cc(OC)c(OC)cc2c1NC(=O)C(C)N1CCN(Cc2ccccc2)CC1 (stereo not drawn)	12	-22	17	-1	12	-1	-12	1
COc1cccc(-c2nc(C(=O)NCCCN3CCOCC3)cc3c2[nH]c2ccccc23)c1	12	6	17	-2	37	9	-7	6
CC1CCN(C(=O)c2nc[nH]c2C(=O)N2CCc3ccccc3C2)CC1	-2	6	5	-1	14	-17	-5	2
CCN1CCN(c2nc(-c3ccc(F)cc3)cc(=O)[nH]2)CC1	0	-13	16	-4	1	7	12	0
CCc1ccc(/C=N/n2c(COc3ccccc3)n[nH]c2=S)cc1	4	25	10	-6	-3	8	17	7

The listing continues:
SMILES	Gli-Sufu antag	APJ antag	CCR6 antag	APJ ag	UBC13 polyUb	EBI2 antag	ATG4B inh	CXCR6 inh
N#Cc1c(Nc2ccccc2Cl)s[nH]c1=O	21	-2	-4	3	-4	-3	-8	-12
O=C(CCc1ccccc1)NC(=S)Nc1ccccc1[N+](=O)[O-]	30	4	32	-3	0	3	5	18
Cc1ccc(N(CC(=O)NCc2ccccc2)S(=O)(=O)c2c(C)noc2C)cc1	-7	20	4	-1	-5	15	6	-4
CN(/N=C/Cc1nnnn1-c1ccc(Cl)cc1)c1ccccc1	7	-25	2	6	-7	10	-3	3
Cn1c(=O)oc2cc(S(=O)(=O)NCCN3CCN(c4ccccc4)CC3)ccc21	-1	-8	10	-1	4	-2	-8	4
CC1CCCCN1S(=O)(=O)c1ccc(S(=O)(=O)N2CCN(c3ccccc3)CC2)cc1 (stereo not drawn)	6	19	3	5	1	-16	1	-8
CCN1CCN(c2ccc(N=Cc3ccccc3O)cc2)CC1	9	-8	-11	0	0	1	6	-3
COCc1ccc(CN2CCCC(CO)(Cc3ccccc3C)C2)o1 (stereo not drawn)	22	16	8	-1	12	1	6	-1
Nc1cc(-c2cccc(Br)c2)nn1Cc1ccccc1	-9	6	9	1	-3	13	2	-4
CN(C)c1ccc(S(=O)(=O)N2CCC(Cc3ccccc3)CC2)cn1	11	-1	17	-1	4	-1	-12	0
CCOCCOC(=O)c1[nH]c2c(c1C)C(=O)CC(c1ccc(N(C)C)cc1)C2 (stereo not drawn)	-9	-10	-2	0	1	14	3	-2
Cc1noc(C)c1CCC(=O)N1CCCC(N2CCN(c3ccc(F)cc3)CC2)C1 (stereo not drawn)	6	-9	9	-8	7	2	3	1
CCN1CCN(CCCNC(=O)c2ccc3c(=O)n(CCc4ccccc4)c(=O)[nH]c3c2)CC1	18	4	12	-2	11	-4	-4	-6
CCc1ccc(N2CC(C(=O)OCC(=O)Nc3ccc(C#N)cc3)CC2=O)cc1 (stereo not drawn)	-2	10	6	-1	8	7	-7	-4
COC(=O)C1=C(CSc2nc3ccccc3s2)NC(=O)NC1c1ccc(F)cc1 (stereo not drawn)	1	-6	-15	-3	-4	7	0	-1
Cc1ccccc1NC(=S)NCCc1c[nH]c2ccccc12	-4	2	10	-3	8	-6	5	9
